# High-throughput results (PubChem BioAssay)
# TbREL1 inh = TbREL1 inhibition, primary screen; P86926; TbREL1 RNA ligation, FRET fluorescence; inhibition, % at 9.66 µM; 89,000 compounds, 0.49% hits; AID 1117264;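 active = inhibition above the mean inhibition across all screened compounds plus 3 SD, cut at about 11% in these data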;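 note: 0% = plate median of test wells and 100% = NSC42067 control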
# Target sequence (P86926 whole entry, looked up): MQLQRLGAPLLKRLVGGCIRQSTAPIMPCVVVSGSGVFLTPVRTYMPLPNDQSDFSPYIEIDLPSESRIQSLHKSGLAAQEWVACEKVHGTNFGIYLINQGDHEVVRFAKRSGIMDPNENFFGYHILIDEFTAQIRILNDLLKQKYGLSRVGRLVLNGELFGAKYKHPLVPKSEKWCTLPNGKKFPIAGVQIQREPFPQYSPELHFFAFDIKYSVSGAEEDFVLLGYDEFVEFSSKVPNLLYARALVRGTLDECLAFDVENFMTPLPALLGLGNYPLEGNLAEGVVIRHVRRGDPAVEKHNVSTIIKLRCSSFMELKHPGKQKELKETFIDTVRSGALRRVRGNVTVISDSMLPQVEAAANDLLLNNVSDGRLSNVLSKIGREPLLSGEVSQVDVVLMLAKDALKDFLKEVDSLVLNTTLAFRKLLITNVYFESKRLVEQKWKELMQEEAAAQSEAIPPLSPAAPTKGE
# Starred values were filed as active, the others as inactive. Only part of the results is shown. The share of hits here may be higher or lower than overall.
SMILES,TbREL1 inh
COc1ccc(N2C(=O)CC(N3CCN(Cc4ccc5c(c4)OCO5)CC3)C2=O)cc1 (configuration not stated),-1
Cn1c(=O)c2cc(S(=O)(=O)N3CCN(CCO)CC3)ccc2n(C)c1=O,0
COc1ccc(-c2cc3cc(C(=O)O)ccn3c2C(=O)c2ccccc2)cc1,-4
Cc1ccc(CNc2ccc(N3CCOCC3)c(C(=O)O)c2)s1,-1
NS(=O)(=O)c1ccc(NS(=O)(=O)c2ccc3c(c2)OCCO3)cc1,-1
O=C(NCCc1c[nH]c2ccccc12)OCc1cn(Cc2ccc(F)c(F)c2)nn1,-8
CCCCCCCCOC(=O)c1c(CSC(=N)N)n(C)c2cc(Br)c(OC(C)=O)cc12,8
Cc1ccc(CN(Cc2cc3cc(C)ccc3[nH]c2=O)C(=O)N2CCOCC2)cc1,-2
COCCN(Cc1ccccc1)C(=O)c1ccc(C(=O)c2ccccc2)cc1,6
O=C(Nc1ccccc1Oc1ccccc1)c1cnccn1,-1
Cc1ccc(NC(=S)NC(=O)c2cccs2)cc1F,-2
COc1ccccc1N(CC(=O)NCc1ccccc1C)S(=O)(=O)c1ccc(C)cc1,-2
CC(=O)NC(NC(=S)Nc1cccc(Br)c1)C(Cl)(Cl)Cl (configuration not stated),5
CC(C)(C)NS(=O)(=O)c1ccc2c(c1)oc(=O)c1cc(S(=O)(=O)NC(C)(C)C)ccc12,-3
O=C(COC(=O)/C=C/c1cccc(F)c1)NC1CCCC1,-3
O=C(N/N=C/c1cccs1)/C(=C/c1ccccc1)NC(=O)c1ccccc1,6
CCCCn1c(N)c(N(CCOC)C(=O)CSc2ccc([N+](=O)[O-])cc2)c(=O)[nH]c1=O,3
COc1ccccc1NS(=O)(=O)c1cc(C(=O)NCC(c2cccs2)N2CCOCC2)ccc1C (configuration not stated),-4
CCn1ncc([N+](=O)[O-])c1C(=O)Nc1cc(C)on1,6
COc1ccc(Cc2nnc(NC(=O)c3ccccc3F)s2)cc1OC,1
CCOc1ccccc1CNCc1ccc(C(=O)O)cc1,1
CC1Cc2[nH][nH]c(=O)c2C(C2CC2)O1 (configuration not stated),-1
N#C/C(=C(/O)COC(=O)c1ccc2c(c1)OCCO2)c1nc2ccccc2[nH]1,-5
C/C(=N\NC(=O)c1ccc(-c2ccccc2)cc1)c1ccco1,6
CCCCCC(=O)Nc1nc(C)c(-c2csc(Nc3cc(Cl)ccc3C)n2)s1,-2
CCC(C)[C@H](N)c1cn([C@@H](Cc2cc3ccccc3[nH]2)C(=O)N2CCNCC2)nn1 (some centres not stated),4
Cc1ccc(-c2nnc(Cc3ccc([N+](=O)[O-])cc3)o2)cc1,7
O=C(Nc1ccccc1)c1nc[nH]c1C(=O)NCCCCCCNC(=O)c1[nH]cnc1C(=O)Nc1ccccc1,6
CC(=O)Nc1ccc(S(=O)(=O)Oc2cccc(N3C(=O)C4CC=CCC4C3=O)c2)cc1 (configuration not stated),-2
O=c1[nH]c(CN2CCN(c3ccc(F)cc3)CC2)nc2ccccc12,4

# Quoted at random: 3 compounds from above
SMILES,TbREL1 inh
CC(=O)Nc1ccc(S(=O)(=O)Oc2cccc(N3C(=O)C4CC=CCC4C3=O)c2)cc1 (configuration not stated),-2
Cc1ccc(-c2nnc(Cc3ccc([N+](=O)[O-])cc3)o2)cc1,7
O=c1[nH]c(CN2CCN(c3ccc(F)cc3)CC2)nc2ccccc12,4

# Following part
SMILES,TbREL1 inh
COC/C=C/C1=CC2=CC(=O)C(C)(OC(=O)c3cnc4ccccc4n3)C(=O)C2=CN1Cc1ccccc1 (configuration not stated),-5
CC(=O)c1ccc(N2CCN(C(=O)CCCn3c(=S)[nH]c4cc5c(cc4c3=O)OCO5)CC2)cc1,4
CC(=O)N1CCN(C(=O)C(Cc2c[nH]c3ccccc23)NC(=O)c2ccccc2Cl)CC1 (configuration not stated),3
O=C(NCCN1CCOCC1)c1cccc(S(=O)(=O)Nc2ccc(Br)cc2)c1,-3
Oc1ccc(Br)cc1/C=N/N1CCN(Cc2cccc3ccccc23)CC1,-3
CC1(C)NC(=O)N(CCCCOc2ccc(Br)cc2Cl)C1=O,6
COc1ccc(N2C(=O)NC(NS(=O)(=O)c3ccccc3)(C(F)(F)F)C2=O)cc1 (configuration not stated),5
O=C(CN1C(=O)c2ccc([N+](=O)[O-])cc2C1=O)NCc1ccc(C(=O)O)cc1,-1
CN(C(=O)CN1CCC(NC(=O)c2ccccc2Br)CC1)C1CCCCC1,0
O=C1/C(=C/c2ccncc2)CCC/C1=C\c1ccncc1,3
COc1ccc(N(CC(=O)NCc2ccc(F)cc2)C(=O)CCC(=O)Nc2nccs2)cc1,0
CCn1c(SCC(=O)Nc2cc(C)on2)nnc1-c1ccc(S(=O)(=O)N2CCCC2)cc1,-2
CCCC(=O)Nc1sc(Cc2ccccc2)c(C)c1C(N)=O,1
COc1ccc(Cl)cc1NC(=O)CN(C)C(=O)CN1C(=O)NC2(CCCC2)C1=O,7
CCOP(=O)(OCC)C(Nc1ccc(OC)cc1)c1ccco1 (configuration not stated),-5
O=C(Cc1ccc(NS(=O)(=O)c2ccc(F)cc2)cc1)NCc1ccccc1,-4
COc1ccccc1CNC(=O)c1cc(C2CC2)nc2c1cnn2C(C)C,2
O=C(Nc1ccccc1C(=O)N1CCCCC1)C1CCCCC1,3
Cc1cccc(Cn2cnc3c(nnn3Cc3ccccc3F)c2=O)c1,0
O=C(c1ccc(Br)cc1)C1CCc2occc2C1=O (configuration not stated),-2
O=C(NCC(c1cccs1)N1CCOCC1)c1ccccc1NS(=O)(=O)c1ccc(Br)cc1 (configuration not stated),0
O=C1c2ccccc2C(=O)N1CCN1CCOCC1,0
COc1ccccc1C1NC(=O)NC(C)=C1C(C)=O (configuration not stated),1
CCOCCCNC(=S)N1CCC(NC(=O)C2CCCCC2)CC1,-2
O=C(c1ccco1)N1CCN(Cc2cccnc2)CC1,7
Cc1ccc(S(=O)(=O)N[C@H](C(=O)N2CCC(C(=O)NCC(=O)O)CC2)C(C)C)cc1,-3
COCCN(CC(=O)Nc1cccc(C)c1C)C(=O)CN1C(=O)NC2(CCCCC2)C1=O,-1
O=S(=O)(c1ccccc1)N1CCN(C2CCCCCCC2)CC1,-1
CCOC(=O)N1CCN(C(=O)COc2cc(=O)n(CC)c3ccccc23)CC1,-1
CCCCCN(C(=O)CCC(=O)OCC(=O)N(C)Cc1ccccc1C)c1c(N)n(CCCC)c(=O)[nH]c1=O,-2

# Brought forward from above: 5 compounds, followed by the next part.
SMILES,TbREL1 inh
Cc1ccc(S(=O)(=O)N[C@H](C(=O)N2CCC(C(=O)NCC(=O)O)CC2)C(C)C)cc1,-3
COCCN(CC(=O)Nc1cccc(C)c1C)C(=O)CN1C(=O)NC2(CCCCC2)C1=O,-1
O=S(=O)(c1ccccc1)N1CCN(C2CCCCCCC2)CC1,-1
CCOC(=O)N1CCN(C(=O)COc2cc(=O)n(CC)c3ccccc23)CC1,-1
CCCCCN(C(=O)CCC(=O)OCC(=O)N(C)Cc1ccccc1C)c1c(N)n(CCCC)c(=O)[nH]c1=O,-2
O=C(O)c1ccc(OS(=O)(=O)c2cccc(C(F)(F)F)c2)cc1,1
COc1cc(-c2coc3c(C(=O)Nc4ccc(C(C)C)cc4)cccc23)ccc1O,8
O=C(Nc1nnc(S(=O)(=O)N2CCCCCC2)s1)c1ccc(Cl)cc1,4
N#Cc1c(NC(=O)c2ccccc2)sc2c1CCC2,-2
CCOc1ccc(CCNC(=O)COC(=O)c2cc(OC)c(OC)c(OC)c2)cc1OCC,4
CCC(c1nnc(SCC(=O)Nc2cc(S(C)(=O)=O)ccc2Cl)n1Cc1ccccc1)N(C)C (configuration not stated),1
Cc1ccc(F)c([C@H]2[C@@H]3C=CCC[C@@]3(C)C(=O)N2Cc2ccccc2)c1,0
CN1C(=O)C(CC(=O)NCCc2ccccc2)N(NC(=O)c2cccc(F)c2)C1=S (configuration not stated),-3
CC(OC(=O)c1cccs1)C(=O)NCc1cccs1 (configuration not stated),1
CCCCOC(=O)Nc1nnc(Cc2ccc(Cl)cc2)s1,-4
O=C(CNC(=O)c1ccccc1)OCC(=O)c1cccs1,1
NC(=O)[C@@H]1CC2(CC(c3cccc(NC(=O)CC(c4ccccc4)c4ccccc4)c3)=NO2)CN1C(=O)c1ccc(Cl)cc1 (some centres not stated),0
Cc1ncsc1CCSc1n[nH]c(=O)n1-c1ccccc1,3
Cc1cc(F)ccc1-c1cc(C(=O)NCc2cc(C(F)(F)F)cc(C(F)(F)F)c2)[nH]n1,4
O=C(NCC(=O)N(c1cccc(F)c1)C(C(=O)NC1CCCC1)c1ccncc1)c1cccs1 (configuration not stated),0
COc1ccc(-c2nnc(C(C)Nc3cccc(C(=O)NC4CC4)c3)o2)cc1 (configuration not stated),2
COC(=O)c1c(C)oc2c1cc(NS(=O)(=O)c1ccc(C(=O)O)cc1)c1ccccc12,3
COC(=O)c1ccc(NC(=O)c2cccc(N3C(=O)CCC3=O)c2)cc1,1
COc1ccc(CN(C)C(=O)C2CSC3(C)CCC(=O)N23)cc1OC (configuration not stated),0
CCC(C)NC(=O)c1ccc(C2SCC(=O)N2Cc2ccccc2)cc1 (configuration not stated),0

# Sorted by the number under TbREL1 inh (lowest first): some entries from above
SMILES,TbREL1 inh
CCC(C)NC(=O)c1ccc(C2SCC(=O)N2Cc2ccccc2)cc1 (configuration not stated),0
COC(=O)c1ccc(NC(=O)c2cccc(N3C(=O)CCC3=O)c2)cc1,1
COc1ccc(-c2nnc(C(C)Nc3cccc(C(=O)NC4CC4)c3)o2)cc1 (configuration not stated),2
COC(=O)c1c(C)oc2c1cc(NS(=O)(=O)c1ccc(C(=O)O)cc1)c1ccccc12,3
Cc1cc(F)ccc1-c1cc(C(=O)NCc2cc(C(F)(F)F)cc(C(F)(F)F)c2)[nH]n1,4

# Continuation.
SMILES,TbREL1 inh
C/C=C(\C)C(=O)N1CC2(CC(c3cccc(NC(=O)CCCCC)c3)=NO2)C[C@@H]1C(N)=O (some centres not stated),0
COCCN(C(=O)CSc1nc2nc(C)cc(C)n2n1)c1c(N)n(Cc2ccccc2)c(=O)[nH]c1=O,-1
CS(=O)(=O)/C(C#N)=C/c1cccn1S(=O)(=O)c1cccc2ccccc12,2
CCCCn1c(=O)n(CC(=O)Nc2ccc(C)c(Cl)c2)c(=O)c2c1ncn2Cc1ccco1,-2
O=C(NCC1CCCO1)c1ccc(Cn2c(=S)[nH]c3ccccc3c2=O)cc1 (configuration not stated),-2
N#Cc1ccccc1OCC(=O)OCC(=O)Nc1ccc2c(c1)OCO2,-2
CCOc1ccc(S(=O)(=O)N(C)c2ccc(OCC(=O)NCc3cccnc3)cc2)cc1,5
CC(C)NC(=O)N(C)C[C@H]1Oc2cc(Br)ccc2S(=O)(=O)N([C@H](C)CO)C[C@H]1C,-3
CCCC[C@@H](CN[C@H](C)CNC)NCC1CCC(C(C)(C)C)CC1 (some centres not stated),4
O=C(Nc1ccccc1)NC1(C(=O)NCCCN2CCOCC2)CCCCC1,-1
NS(=O)(=O)c1ccc(NC(=O)/C=C/c2ccc(S(=O)(=O)NCc3ccco3)cc2)cc1,4
Cc1ccc(Oc2ccc(NS(=O)(=O)c3cccc(C(=O)O)c3)cc2)cc1,0
Cc1nc2ccccn2c1C(=O)Nc1ccc2c(c1)OCCO2,2
O=C(O)c1ccccc1C(=O)N(Cc1ccccc1)Cc1ccccc1,9
CCn1nc(NC(=O)CC(C)C)c2cc3cccc(C)c3nc21,7
Cc1ccccc1CCN(CC(=O)NC1CCCCC1)C(=O)c1csnn1,-1
CCC(=O)Nc1nc(OC)cc(OC)n1,0
CCn1c(=S)sc2c(=O)n(-c3ccccc3)c(=S)[nH]c21,3
O=C1NC(Cc2ccc(O)cc2)c2nc3ccc(Br)cc3c(=O)n2-c2ccc(Cl)cc21 (configuration not stated),1
O=C(Nc1nnc(C2CC2)s1)c1cc([N+](=O)[O-])ccc1N1CCCCC1,-2
O=C(COC(=O)COc1ccc(Cl)cc1Cl)NC1CCS(=O)(=O)C1 (configuration not stated),-1
COc1ccc(-n2c3c(cc(C(=O)N4CCC(C)CC4)c2=O)C(=O)CC(C)(C)C3)cc1,-2
O=C(c1ccco1)N1N=C(c2ccco2)CC1c1ccc(Cl)cc1Cl (configuration not stated),-3
COc1cc(-c2noc(C)c2/C=C/c2ccc(N)cc2)cc(OC)c1OC,-4
N[C@@H](Cc1ccc(O)cc1)c1nnc([C@H](CC(=O)O)NC(=O)C2CCNCC2)o1,3
CCCCC/C(=N\NC(=O)Nc1ccccc1)c1ccccc1,6
CC(C)(C)OC(=O)N1CCC[C@H]1c1nnc(SCc2c(F)cccc2Cl)o1,-2
COC(=O)c1ccc(OCC(O)CN2CCC(C)CC2)cc1 (configuration not stated),-1
O=C(O)CCCCCN1C(=O)C(=O)/C(=C(/O)c2ccccc2)C1c1ccccc1 (configuration not stated),-1
CCOc1cc(N2CCOCC2)c(OCC)cc1NC(=O)c1oc2ccccc2c1C,-4
Cc1nn(-c2ccccc2)c(C)c1C=NNC(=O)CSc1nc2ccccc2n1C,0
O=[N+]([O-])c1ccc(/C([O-])=C(/C(=S)Nc2ccccc2F)[n+]2ccccc2)cc1,-3
O=C(Nc1ccc2c(c1)OCO2)c1c(F)cccc1F,2
Cc1nnc(SCC2=C(C(=O)O)N3C(=O)C(NC(=O)Cn4nc(C)c(Cl)c4C)C3SC2)s1 (configuration not stated),-1
CCN1C(=O)/C(=C2/Sc3ccc(OC)cc3N2C)SC1=Nc1ccc(OC)cc1,-5
Cc1cc(O)cc(O)c1C(=O)Cc1cscn1,1
O=c1c2ccccc2nc(-c2ccc([N+](=O)[O-])cc2)n1O,4
O=c1c2ccccc2c(C=Nc2ccc(S(=O)(=O)N3CCCCC3)cc2)c(O)n1-c1ccc(Cl)cn1,-2
Cn1ccnc1SCC(=O)Nc1cccc(C#N)c1,6
CS(=O)(=O)N(CCc1ccccc1)CC(=O)NCc1cccnc1,0
COCCNC(=O)c1c[nH]c2cc(OC)c(OC)cc2c1=O,1
CN1CCN(CCCNc2c(C=O)c(=O)[nH]c3ccccc23)CC1,-1
Cc1cccc(C)c1-n1nnnc1C(c1cccc2ccccc12)N1CCN(C/C=C/c2ccccc2)CC1 (configuration not stated),1
CCOC(=O)CCCCNC(=O)Nc1ccccc1,-2
CCOc1ccc(NS(=O)(=O)c2ccc(NC(=S)NC(=O)C(C)C)cc2)cc1,-4
